Compound activity as filed in PubChem BioAssay.
CHRM1 agonist: activates human CHRM1 receptor; activation, % at 3 µM; 360,000 tested, 0.33% active; CHO-K1 hM1, Fluo-8 calcium fluorescence, agonist mode; 0% DMSO, 100% acetylcholine EC100; P11229;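 active = activation above the run's mean compound activation plus 3 SD, cut at about 16% in these data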;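 also: peak over basal fluorescence ratio within a 140 s kinetic read after compound addition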
Target sequence (P11229 whole entry, looked up): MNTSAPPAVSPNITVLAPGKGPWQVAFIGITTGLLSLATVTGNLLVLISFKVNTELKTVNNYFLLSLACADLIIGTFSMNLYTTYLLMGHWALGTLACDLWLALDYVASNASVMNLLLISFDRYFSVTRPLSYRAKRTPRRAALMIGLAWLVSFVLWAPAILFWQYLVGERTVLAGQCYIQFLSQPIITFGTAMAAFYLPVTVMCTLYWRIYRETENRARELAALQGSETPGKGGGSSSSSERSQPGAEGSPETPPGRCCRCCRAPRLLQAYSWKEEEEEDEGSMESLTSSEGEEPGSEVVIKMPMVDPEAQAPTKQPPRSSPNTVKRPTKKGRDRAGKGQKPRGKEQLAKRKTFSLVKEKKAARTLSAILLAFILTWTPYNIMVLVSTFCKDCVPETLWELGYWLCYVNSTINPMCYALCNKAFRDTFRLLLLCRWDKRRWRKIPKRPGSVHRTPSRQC
M1 PAM parental: M1 PAM counterscreen hit in parental CHO-K1 cells. ATP EC20, Fluo-8 calcium fluorescence; 0% at ATP EC20, 100% at ATP max. activation, % at 3 µM. 360,000 tested, 0.02% active. AID 602247;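 active = activation above the run cutoff, the mean activation of all test compounds plus 3 SD, cut at about 40% in these data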;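 also: peak over basal fluorescence ratio in a 140 s read after ATP addition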
CHO-K1 Ca ag: nonselective activator or artifact in parental CHO-K1 cells; activation, % at 3 µM; Fluo-8 calcium fluorescence; scaled to maximal ATP response, vehicle zero; 360,000 tested, 0.48% active; in the data active = activation above about 15%;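 also: untransfected CHO-K1 host cells lacking M1 receptor as counterscreen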
CHO parental Ca: counter-screen: ATP calcium response change in parental CHO cells; parental CHO-K1, ATP-induced calcium, Fluo-8 fluorescence; inhibition, % at 5.6 µM; 330,000 tested, 0.63% active;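 active = inhibition above that plate's mean sample inhibition plus 3 SD, cut at about 26% in these data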;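 also: 0% = ATP-challenged DMSO wells and 100% = DMSO wells without ATP; some compounds past the cut are filed as inactive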
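Test system: untransfected parental CHO cell line. Compound: one dose, 5.6 µM nominal. Detection: intracellular calcium via Fluo-8 no-wash fluorescent dye. Measure: % inhibition. Benchmarks: ATP-challenged DMSO wells low, unchallenged DMSO wells high.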
TAAR1 ag: human TAAR1 agonism; Q96RJ0; 360,000 tested, 0.99% active; activation, % at 3 µM; CHO RD-HGA16 TAAR1, Fluo-8 calcium fluorescence; vehicle wells 0%, saturating PEA agonist 100%;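 active = activation above the mean activation of all test compounds in the run plus 3 SD, cut at about 38% in these data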
Target sequence (Q96RJ0 whole entry, looked up): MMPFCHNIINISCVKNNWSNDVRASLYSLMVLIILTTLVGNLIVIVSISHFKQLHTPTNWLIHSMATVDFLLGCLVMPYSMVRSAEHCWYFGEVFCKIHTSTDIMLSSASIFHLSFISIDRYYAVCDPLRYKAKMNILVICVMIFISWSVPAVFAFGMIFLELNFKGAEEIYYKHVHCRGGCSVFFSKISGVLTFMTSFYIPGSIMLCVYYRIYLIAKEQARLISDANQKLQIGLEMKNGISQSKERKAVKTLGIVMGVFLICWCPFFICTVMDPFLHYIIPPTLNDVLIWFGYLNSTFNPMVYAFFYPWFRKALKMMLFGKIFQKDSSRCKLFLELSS
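Test system: RD-HGA16 (CHO) cells co-expressing Gα16 and hTAAR1; dosing: one-point dosing at 3 µM (nominal); timing: 17-24 h seeding, 75 min 37 °C dye, 30 min RT; signal: kinetic Fluo-8 calcium fluorescence; read-out basis: % activation relative to PEA EC100 response; controls: DMSO and PEA EC100; replicates: n 1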
CHO-K1 Ca antag: counter-screen for M1 antagonists: effect in parental CHO-K1 cells. 360,000 tested, 0.6% active. inhibition, % at 3 µM. ATP-induced calcium, Fluo-8 fluorescence. AID 602250;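 active = inhibition above a per-plate cutoff, the plate's mean sample inhibition plus 3 SD, cut at about 24% in these data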;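 also: 0% = DMSO plus EC80 ATP and 100% = DMSO alone without ATP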
TAAR1 antag: antagonists of human TAAR1. AID 624466. inhibition, % at 3 µM. 360,000 tested, 1.5% active. CHO RD-HGA16 TAAR1, Fluo-8 calcium fluorescence, antagonist;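 active = inhibition above a per-plate cutoff, the mean inhibition of test compounds on that plate plus 3 SD, cut at about 49% in these data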;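 also: 0% = DMSO plus EC80 beta-PEA response and 100% = DMSO alone without agonist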
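test system = CHO RD-HGA16 cells bearing hTAAR1 | replication = singlicate | controls = DMSO-only wells and EC80 β-PEA-stimulated wells | reagent = EC80 β-phenethylamine stimulus | read-out basis = percent inhibition of PEA-evoked calcium signal, max/basal emission ratio | schedule = seeding 17-24 h prior, 75-min 37 °C, 30-min RT dye loading | signal = kinetic Fluo-8 calcium fluorescence measurement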
OXTR potentiator: human OXTR potentiation; P30559; CHO-OTR cells, Fluo-8 calcium fluorescence, potentiator mode; 0% = oxytocin EC15, 100% = EC100; activation, % at 3 µM; AID 2445; 320,000 tested, 0.061% active;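 active = activation above that plate's cutoff, the mean activation of tested compounds plus 3 SD, cut at about 6.6% in these data, passing the limit was not always enough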;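 also: 100% uses oxytocin at 75 nM as the full agonist control; some results filed as inactive read as strong as hits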
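Assay system: CHO-OTR cells, human receptor / Also added: oxytocin at about EC15, sub-maximal agonist stimulus / Dosing: single dose, 3.0 µM nominal final compound concentration / Incubation: 6 min pre-incubation, 100 s read / Technique: Fluo-8 calcium dye fluorescence / Read-out: % activation vs EC15 and EC100 oxytocin / Benchmarks: EC15 oxytocin low, 75 nM oxytocin high / Replicates: singlicate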
V1aR counter: V1a receptor agonism, counter-screen for OXTR agonists; CHO-V1R cells, Fluo-8 calcium fluorescence, agonist mode; 0% DMSO, 100% 3 nM vasopressin; P37288; 320,000 tested, 0.25% active; activation, % at 3 µM;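 active = activation above the mean activation of all tested compounds plus 3 SD, per screening run, cut at about 20% in these data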;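 also: signal is peak over basal fluorescence ratio across a 100 second FLIPR read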
The depositor's hits bear a star; / = not tested or not shown.

Molecule,V1aR counter,CHO-K1 Ca antag,CHO-K1 Ca ag,M1 PAM parental,CHRM1 agonist,OXTR potentiator,CHO parental Ca,TAAR1 ag,TAAR1 antag
COc1ccc(Cc2nnc(SC(C)C(=O)Nc3ccc(C(N)=O)cc3)o2)cc1 (centres undefined),0.1,-2,0.0,5,-1,1,-14,2,-18
COc1ccc(S(=O)(=O)Nc2ccc3c(c2)C(=O)N([C@H](C)CO)C[C@H](C)[C@@H](CN(C)S(=O)(=O)c2ccc(F)cc2)O3)cc1,0.9,15,-0.8,-21,-8,0,-20,4,5
O=C(CNC(=O)c1nn(Cc2ccccc2)c(=O)c2ccccc12)Nc1ccc(F)c(F)c1F,-0.2,-4,0.3,-1,1,-8,-20,4,-20
S=C(NCc1ccco1)Nc1ccccc1,0.4,3,-0.3,-14,-5,-5,-9,1,18
O=C(CNc1ccc(F)cc1Cl)Nc1cccc(S(=O)(=O)N2CCCCC2)c1,5.9,-12,7.6,6,-1,-13,10,5,41
Cc1ccc(-c2ccc(=O)n(CCC(=O)N3CCN(Cc4ccccc4)CC3)n2)cc1,-1.9,-2,2.1,9,-8,4,-26,3,15
CCCCNC(=O)CCC(=O)NNc1nc2ccccc2c2nc(-c3ccccc3)nn12,-1.1,-7,1.6,25,-9,-10,-26,3,0
CC1CC(C)CN(CCCNC(=O)c2ccc3c(SCC(=O)O)c4c(nc3c2)CCC4)C1 (centres undefined),0.4,4,0.5,-20,-7,-4,-5,1,-20
COc1cc(C(c2sc3ncnn3c2O)N2CCN(c3ccccc3F)CC2)cc(OC)c1OC (centres undefined),0.6,-1,0.4,1,-3,-7,-14,1,-25
CCCC(=O)Nc1nn(CC(C)C)c2nc3cc(C)ccc3cc12,0.8,-12,0.2,-5,-1,-9,-2,0,-5
COc1cc(C(=O)Nc2cc3c4c(c2)CC(=O)N4CCC3)cc(OC)c1OC,0.1,-10,-0.1,1,-4,-2,-9,-1,2
CCC(=O)Nc1ccc2c(c1)ncn2-c1ccc(C)cc1,0.4,-11,0.3,13,-4,-17,-10,5,-2
O=C(CCc1ccccc1)NC(=S)Nc1ccc(S(=O)(=O)N2CCOCC2)cc1,4.5,10,3.5,-3,2,-10,-1,13,18
CCOC(=O)C1CCCN(C(=O)Nc2ccccc2)C1 (centres undefined),-0.2,-11,0.0,-3,54*,1,-10,32,19
CC1CC(C)CN(C(=O)CNC(=O)Cn2ccc3ccccc3c2=O)C1 (centres undefined),0.7,-15,2.1,26,-6,2,1,2,-5
Cn1c(=O)n(C)c2cc(NS(=O)(=O)c3cccs3)ccc21,1.4,-3,0.9,6,-5,-6,-7,1,7
CN(Cc1nc(-c2cnccn2)no1)Cc1cccc2ccccc12,-0.3,-8,0.8,14,-2,3,-17,-2,5
CCOC(=O)c1sc(NC(=O)c2cccc(S(=O)(=O)N3c4ccccc4CC3C)c2)cc1C (centres undefined),1.0,-2,-0.1,11,-4,-3,18,1,13
O=C1c2ccccc2C(=O)N1CCc1ccccc1,-0.9,-5,0.3,14,-5,-1,-5,0,-13
Cc1ccccc1C(=O)c1cccn1CC(=O)NCCCN1CCCCC1,-1.6,-9,-0.1,21,-5,-9,10,1,-11
CCn1c(N)c(C(=O)COC(=O)CCc2nc3ccccc3c(=O)[nH]2)c(=O)[nH]c1=O,-0.3,-25,0.0,19,0,-7,2,1,-26
O=C(CSc1nnnn1-c1ccc2c(c1)OCCO2)c1cccc2c1OCCO2,0.2,-18,0.7,17,-2,-7,-12,7,-17
O=C(CCSCCC(=O)NCc1cccs1)NCc1cccs1,-0.8,7,7.2,16,-4,-12,8,3,1
COc1ccc(/C(C)=N/NC(=O)c2ccc(NS(=O)(=O)c3cccs3)cc2)cc1,1.1,-14,0.0,17,-2,1,-3,-2,-2
CCNc1ncnc2c1cnn2C1CCCCO1 (centres undefined),/,2,-0.1,-2,-1,/,/,1,-9
O=C(CN1C(=O)NC2(CCCc3ccccc32)C1=O)NCc1ccco1 (centres undefined),1.2,-11,0.6,18,-1,-17,-8,10,8
CCN(CC)C1Oc2cc3c(cc2C(c2cc(OC)c(OC)c(OC)c2)C1C)OCO3 (centres undefined),/,0,0.3,6,3,/,/,5,-17
CC1(C(=O)NCC2CCCCC2)CCN1C(=O)Cc1ccc(-c2ccccc2)cc1 (centres undefined),/,-12,8.9,24,-1,/,/,5,12
CCOC(=O)C1CCN(S(=O)(=O)c2ccc(OCC(=O)OC)cc2)CC1,-0.1,5,0.5,-2,-6,-6,1,6,-3
O=C(CSc1nc(O)c(Cc2ccccc2)c(=O)[nH]1)Nc1nc2c(s1)CCCC2,0.1,4,-0.5,-14,-5,-6,-3,14,12

Next section.
Molecule,V1aR counter,CHO-K1 Ca antag,CHO-K1 Ca ag,M1 PAM parental,CHRM1 agonist,OXTR potentiator,CHO parental Ca,TAAR1 ag,TAAR1 antag
O=C(NCc1ccccn1)c1ccc(NS(=O)(=O)c2cccc(Cl)c2)cc1,/,-1,0.8,-13,-1,/,/,2,-11
O=c1c(-c2ccnn2-c2ccccc2F)cnc2n1CCS2,1.6,-1,0.5,-3,-3,-2,-6,5,5
CC(C)C[C@@H]1Cc2[nH][nH]c(=O)c2[C@H](C(C)C)O1,/,-23,0.2,13,/,/,/,-1,0
COc1ccc(CCNC(=O)C2=CCN(S(=O)(=O)c3ccc(F)cc3)CC2)cc1OC,4.7,3,1.3,-7,1,-4,5,2,-10
COc1ccc(N2CC(O)=C(c3nc(-c4ccc(Br)cc4)cs3)C2=N)cc1,3.1,-18,-0.8,12,-3,-6,-8,1,-14
COc1cccc(-c2cc(CNC(=O)[C@H]3O[C@@H](n4ccc(N)nc4=O)[C@H](O)[C@@H]3O)no2)c1,/,-6,0.2,-1,-1,/,/,2,-14
O=C(CCC(=O)N(CC(=O)NC1CCCCC1)Cc1ccco1)Nc1nccs1,0.0,-14,1.3,18,-3,-2,-6,5,8
Cn1c(N)c(C(=O)CSc2nnc3n2CCCCC3)c(=O)n(C)c1=O,1.6,3,-0.2,-10,-8,-2,-5,2,-6
CCCCc1c(C)[nH]c2nc3ccccc3n2c1=O,-0.7,12,-0.5,-28,-2,2,4,0,2
COC(=O)c1c(-c2ccccc2)csc1N,3.7,-4,1.8,-9,4,-14,11,6,-21
CCCOc1ccc(N2C(=O)CC(N(CCc3ccc(OC)c(OC)c3)C(=S)Nc3ccccc3)C2=O)cc1 (centres undefined),2.2,-19,1.4,26,-9,-7,2,/,/
CCc1ccc(NC(=O)COC(=O)c2cccs2)cc1,0.4,-12,0.1,11,-5,0,-10,5,2
CCOc1ccc(NC(=O)C[n+]2ccccc2)cc1,1.1,4,0.0,12,-7,-5,-4,4,-13
Cc1ccc(C)c(N=Cc2cc3c(cc2[N+](=O)[O-])OCO3)c1,0.0,-14,0.5,18,-3,-9,-3,10,-22
Cc1ccc(Cn2cc(/C=N/NC(=O)Cc3nnc(NC(=O)c4ccc(C)cc4)s3)c3ccccc32)cc1,1.0,8,0.4,-14,-2,-3,-3,-1,-1
Cc1ccnc(NS(=O)(=O)c2ccc(NC(=O)CN3C(=O)c4ccccc4S3(=O)=O)cc2)n1,0.0,-5,0.6,-23,-2,-3,-10,0,-20
COc1ccc(OC)c(-c2csc(NC(=O)c3ccc(F)cc3)n2)c1,-0.2,4,1.1,8,-6,-6,-16,0,-4
CN(C(=O)CSC1=NCCS1)c1ccccc1,0.6,-2,0.1,7,-4,-17,-2,8,-11
COCCn1c(C)cc(C(=O)COC(=O)CCS(=O)(=O)c2ccc(C)cc2)c1C,-0.3,-5,0.7,5,-3,-1,-18,3,-8
Cc1cc([N+](=O)[O-])ccc1NC(=O)C1CCCO1 (centres undefined),0.1,2,0.0,-2,-7,0,-16,0,-4
CC(C)NC(=O)Nc1ccc2c(c1)C(=O)N([C@@H](C)CO)C[C@@H](C)[C@H](CN(C)Cc1ccccc1)OCCCC[C@H](C)O2,/,3,-0.1,5,-6,/,/,-1,-16
Cc1cccc(C(=O)NCCC(=O)Nc2ccc(C#N)cc2)c1,2.6,-15,1.3,-15,-1,-8,-2,-3,6
CCNC(=O)c1c(NC(=O)c2cc(-c3cc(C)cc(C)c3O)n[nH]2)sc2c1CCCC2,/,-10,0.1,-12,1,/,/,-1,-18
Cc1nc2ccc(C(=O)Nc3ccc4nc[nH]c4c3)cc2[nH]1,1.0,-11,0.5,0,-5,-7,-4,-1,0
CN(C)c1nc(N(C)C)n(C(=O)c2cccs2)n1,-0.3,-8,0.6,18,-5,-10,-7,6,0
O=C(CNC1CCCCC1)Nc1ccc(Cl)cc1,-0.7,-4,0.1,10,-3,-2,-11,1,10
CC(C)CCOC(=O)/C(=C/c1ccco1)NC(=O)/C=C/c1ccccc1,-0.8,-15,0.9,20,-3,6,23,-1,5
CCCNC(=O)c1nn2c(C(F)(F)F)cc(-c3ccccc3)nc2c1Br,-1.5,-1,0.1,-4,-1,0,-3,-3,11
Cc1cnc([N+](=O)[O-])n1CCOC(=O)NC(=O)c1c(F)cccc1F,0.7,-11,0.8,8,-5,-12,18,1,-15
COc1ccccc1C(=O)N=Nc1c(O)[nH]c2ccc([N+](=O)[O-])cc12,/,20,0.3,-13,-6,/,/,3,-13

Carrying on:
Molecule,V1aR counter,CHO-K1 Ca antag,CHO-K1 Ca ag,M1 PAM parental,CHRM1 agonist,OXTR potentiator,CHO parental Ca,TAAR1 ag,TAAR1 antag
COc1ccc(-n2nc(C(=O)NCC(=O)N3CCCC3)c3ccccc3c2=O)c(OC)c1,-0.7,-12,0.1,2,4,-8,-10,2,-20
CCOC(=O)c1c(NC(=O)c2cccs2)sc(C)c1CC,0.9,-2,-0.1,4,-3,-5,-27,0,-9
CCOC(=O)C1=C(O)C(=O)N(c2ccc(S(N)(=O)=O)cc2)C1c1ccc(OC)cc1OC (centres undefined),0.8,2,0.0,-4,-4,4,-6,1,16
S=C(NCCCN1CCOCC1)N1CCN(c2cccc(Cl)c2)CC1,7.9,2,5.5,0,-10,-11,-15,8,-16

Ordered by value in CHRM1 agonist (ascending): 3 from the list above.
canonical_smiles	CHRM1 agonist	OXTR potentiator
Cn1c(N)c(C(=O)CSc2nnc3n2CCCCC3)c(=O)n(C)c1=O	-8	-2
CC(C)CCOC(=O)/C(=C/c1ccco1)NC(=O)/C=C/c1ccccc1	-3	6
CCN(CC)C1Oc2cc3c(cc2C(c2cc(OC)c(OC)c(OC)c2)C1C)OCO3 (centres undefined)	3	/
